High-throughput results from PubChem.
Growth percent in the NCI-60 one-dose screen (48 h, 10 µM unless noted): 100 = growth as untreated, 0 = no growth, -100 = all killed.
NCI/ADR-RES: NCI/ADR-RES ovarian cells; 81,000 compounds, 4.4% hits; AID 1794790
OVCAR-5: OVCAR-5 ovarian cancer; 82,000 compounds, 2.9% hits; AID 1794783
OVCAR-3: OVCAR-3 ovarian cancer; 79,000 compounds, 7% hits
NCI-H522: NCI-H522 lung cancer | AID 1794739 | 78,000 compounds, 8% hits
OVCAR-4: OVCAR-4 ovarian cancer cells; 80,000 compounds, 3.7% hits; AID 1794784
OVCAR-8: OVCAR-8 ovarian cancer; 81,000 compounds, 4.4% hits; AID 1794782
IGROV1: IGROV1 ovarian cancer; AID 1794786; 79,000 compounds, 4.7% hits
SK-OV-3: SK-OV-3 ovarian cancer cells. 80,000 compounds, 3.2% hits. AID 1794785
NCI-H23: NCI-H23 lung cancer. 80,000 compounds, 4% hits. AID 1794731
The depositor's hits bear a star; . = no result given; & = joins results of further samples. Rule for the calls: active = growth percent below 10; inactive = the rest.

SMILES | NCI/ADR-RES | OVCAR-5 | OVCAR-3 | NCI-H522 | OVCAR-4 | OVCAR-8 | IGROV1 | SK-OV-3 | NCI-H23
N#CCCn1nc2c(c1N)CCC2 | 104 | 95 | 97 | 83 | 105 | 95 | 67 | 123 | 99
COc1ccc(N2CCN(CCC3=C(C)NC4OC(c5ccccc5)=NN4C3=O)CC2)cc1 (centres undefined) | 108 | 114 | 110 | 101 | 99 | 106 | 101 | 113 | 97
COc1cc2cc(Oc3ccc(NC(=O)Nc4ccc(Cl)c(C(F)(F)F)c4)cc3)c(C)nc2cc1OCCN1CCOCC1 | 11 | 56 | 16 | 21 | 32 | 13 | 35 | 31 | 10
OCC1OCOC2C(CO)OCOC12 (centres undefined) | 110 | 108 | 121 | 87 | 113 | 108 | 96 | 121 | 105
Cc1ccc2c(c1C)C(=O)C(=O)N2 | 114 | 101 | 123 | 102 | 121 | 104 | 108 | 100 | 110
COc1cc(F)ccc1/C=C/C(=O)/C=C(/C=C/c1ccc(F)cc1OC)OB(F)F | 92 | 119 | 69 | 83 | 85 | 41 | 85 | 126 | 76
O=C1COCCN1c1ccc(N2C(=O)C(Cl)C2c2cn(Cc3ccc(Cl)cc3)c3ccccc23)cc1 (centres undefined) | 102 | 100 | 118 | 96 | 103 | 105 | 113 | 88 | 108
CC1=C(c2cc(-c3ccc(N(C)C)cc3)on2)C(c2ccccc2)NC(=S)N1 (centres undefined) | 102 | 97 | 111 | 90 | 104 | 106 | 104 | 109 | 98
Nc1ncc(-c2ccc(Br)cc2)s1 | 105 | 103 | 99 | 93 | 108 | 99 | 108 | 105 | 96
N#CC12C(=O)NC(=N)C1(C#N)C(c1ccccc1)OC1=C2CCCC1 (centres undefined) | 102 | 105 | 103 | 88 | 107 | 110 | 106 | 99 | 98
C=C1C(=O)O[C@H]2[C@H]1CC/C(COC(=O)N[C@@H](Cc1c[nH]c3ccccc13)C(=O)OC)=C\CC[C@@]1(C)O[C@@H]21 | 88 | 66 | -40* | -71* | 72 | 37 | 0.0* | 79 | 68
COc1ccc(/C=C/c2n[nH]c3ccc(N4CCOC4=O)cc23)cc1 | 16 | 14 | 4.6* | 51 | 40 | 19 | 8.6* | 25 | 12
O=c1[nH]cccc1O | 92 | 97 | 111 | 90 | 100 | 114 | 99 | 106 | 88
COc1cc(-c2ccc(NC(=O)CSC(N)=O)c(OC)c2)ccc1NC(=O)CSC(N)=O | 102 | 104 | 98 | 89 | 93 | 102 | 107 | 104 | 96
Cc1cc(C#Cc2ccccc2)ccc1-n1c(/C=C/c2ccc3ccccc3c2)nc2ccccc2c1=O | 97 | 114 | 108 | . | 80 | 98 | 97 | 91 | 88
Cc1ccc2c(n1)C(=O)C(Br)=C(c1ccccc1)C2=O | 83 | 109 | 54 | 46 | 67 | 49 | 61 | 68 | 70
COc1cc2ncnc(Nc3ccc(S(=O)(=O)Nc4nccs4)cc3)c2cc1OCCCN1CCN(c2ccccc2)CC1 | 104 | 108 | 113 | 107 | 115 | 104 | 106 | 101 | 105
Cc1cccc2c(=O)c3c(sc12)c(NCCN)nc1ccccc13 | -45* | -47* | -90* | -56* | -24* | -25* | -70* | . | -13*
CC(CC(C#N)(c1ccccc1)c1ccccc1)OS(C)(=O)=O (centres undefined) | 97 | 112 | 108 | 87 | 102 | 96 | 120 | 101 | 96
O=C(N/N=C1\CC[C@H]2[C@@H](COC(c3ccccc3)(c3ccccc3)c3ccccc3)C[C@@H](COC(c3ccccc3)(c3ccccc3)c3ccccc3)[C@@H]12)c1ccncc1 | 82 | 101 | 96 | 57 | 92 | 77 | 82 | 80 | 95
O=C(Nc1ccc(F)c(Cl)c1)c1n[nH]c(=O)c2ccccc12 | 112 | 107 | 95 | 100 | 96 | 95 | 8.2* | 119 | 106
O=C(OCc1ccc2cccc(O)c2n1)c1cc2cc(F)ccc2[nH]1 | 96 | 114 | 96 | 94 | 81 | 97 | 72 | 85 | 89
CSc1ccccc1NC(=O)c1ccc2nn(/C(C#N)=C/c3ccccn3)nc2c1 | 2.5* | -87* | -88* | -93* | -56* | -3.8* | -68* | 43 | -84*
Cc1cc(C)c(C(=O)c2ccc([N+](=O)[O-])cc2)c(C)c1 | 94 | 108 | 102 | 100 | 75 | 96 | 96 | 103 | 95
Nc1ccccc1SC(CC(=O)c1ccccc1)c1cccc([N+](=O)[O-])c1 (centres undefined) | 93&91 | 119&105 | 67&104 | 73&84 | 75&89 | 93&88 | 97&127 | 109&104 | 90&87

Next section (7 carried over from the part before).
SMILES | NCI/ADR-RES | OVCAR-5 | OVCAR-3 | NCI-H522 | OVCAR-4 | OVCAR-8 | IGROV1 | SK-OV-3 | NCI-H23
CC(CC(C#N)(c1ccccc1)c1ccccc1)OS(C)(=O)=O (centres undefined) | 97 | 112 | 108 | 87 | 102 | 96 | 120 | 101 | 96
O=C(N/N=C1\CC[C@H]2[C@@H](COC(c3ccccc3)(c3ccccc3)c3ccccc3)C[C@@H](COC(c3ccccc3)(c3ccccc3)c3ccccc3)[C@@H]12)c1ccncc1 | 82 | 101 | 96 | 57 | 92 | 77 | 82 | 80 | 95
O=C(Nc1ccc(F)c(Cl)c1)c1n[nH]c(=O)c2ccccc12 | 112 | 107 | 95 | 100 | 96 | 95 | 8.2* | 119 | 106
O=C(OCc1ccc2cccc(O)c2n1)c1cc2cc(F)ccc2[nH]1 | 96 | 114 | 96 | 94 | 81 | 97 | 72 | 85 | 89
CSc1ccccc1NC(=O)c1ccc2nn(/C(C#N)=C/c3ccccn3)nc2c1 | 2.5* | -87* | -88* | -93* | -56* | -3.8* | -68* | 43 | -84*
Cc1cc(C)c(C(=O)c2ccc([N+](=O)[O-])cc2)c(C)c1 | 94 | 108 | 102 | 100 | 75 | 96 | 96 | 103 | 95
Nc1ccccc1SC(CC(=O)c1ccccc1)c1cccc([N+](=O)[O-])c1 (centres undefined) | 93&91 | 119&105 | 67&104 | 73&84 | 75&89 | 93&88 | 97&127 | 109&104 | 90&87
CC[C@H](Nc1nc(N)nc(C)c1C#N)c1nc2cccc(N3CCC(CC(=O)NO)CC3)c2c(=O)n1-c1ccccc1 | 101 | 84 | 85 | 72 | 102 | 103 | 66 | 98 | 98
O=C1NC(=O)c2cc(C(F)(F)F)ccc21 | 108 | 122 | 112 | 95 | 105 | 106 | 112 | 79 | 103
Cc1cc2c(cc1C)NC(=O)CC(=O)N2 | 106 | 116 | 114 | 92 | 135 | 102 | 101 | 106 | 100
COc1cc(OC)cc(C(=O)Cl)c1 | 110 | 101 | 104 | 99 | 108 | 101 | . | 102 | 101
O=C(CN1C(=O)c2ccccc2C1=O)c1ccc(Br)cc1 | 119 | 97 | 117 | 92 | 98 | 104 | 103 | 100 | 109
Cc1cc(O)c(C(C)C)cc1N=C1C=CC(=O)C=C1 | 103 | 104 | 92 | 92 | 103 | 110 | 51 | 112 | 96
CC1NC(=S)NC(c2cccs2)=C1C(=O)/C=C/N(C)C (centres undefined) | 101 | 100 | 111 | 90 | 101 | 101 | 100 | 75 | 97
C[n+]1ccccc1C(=O)NCc1ccc(Cl)cc1Cl | 107 | 105 | 109 | 102 | 122 | 94 | 112 | 100 | 99
COc1ccc(NCc2cn(-c3ccc(C(=O)O)cc3)nc2-c2ccc(F)cc2)cc1 | 105 | 108 | . | 97 | 96 | 103 | 104 | 115 | 101
CN(C)c1nc(N)c(N=O)c(N)n1 | 122 | 111 | 101 | 106 | 108 | 114 | 110 | 99 | 107
CC(C)/C=C/CC[C@](C)(O)[C@H]1CC[C@]2(C)[C@@H]1CC[C@@H]1[C@@]3(C)C/C(=C/c4cccnc4)C(=O)C(C)(C)[C@@H]3CC[C@]12C | 95 | 117 | 110 | 82 | 76 | 77 | 107 | 104 | 90
O=S(=O)(Oc1ccc(-c2cn3ccsc3n2)cc1)c1ccc(Cl)c(Cl)c1 | 101 | 106 | . | 89 | 92 | 103 | 112 | 105 | 100
CCOC(=O)c1cc2c(n1C)-c1nc(N)sc1CCC2 | 92 | 100 | 94 | 41 | 87 | 80 | 70 | 84 | 80
CCCCCCCCC(C)OC(=O)c1nn(C(C)=O)c2ccccc12 (centres undefined) | 101 | 104 | 110 | 90 | 99 | 96 | 105 | 109 | 89
Cc1ccc(S(=O)(=O)/C(=C\c2ccc(Cl)cc2)C(=O)c2ccc(Cl)cc2)cc1 | 107 | 104 | 109 | 110 | 105 | 101 | 109 | 103 | 104
COc1ccc(CCN2C(=O)/C(=C/c3cnc(C#N)s3)SC2=S)cc1 | 107 | 105 | 118 | 90 | 109 | 101 | 103 | 122 | 100
COc1cc(C(=O)O)ccc1OC(C)=O | 96 | 98 | 153 | 57 | 88 | 82 | 106 | 108 | 98
Nc1n[nH]c(-c2ccc(Br)cc2)c1-c1nc2ccccc2s1 | 98 | 89 | 93 | 112 | 113 | 111 | 79 | 97 | 91
OCC1(c2ccccc2)CCN(Cc2ccccc2)CC1 | 106 | 108 | 111 | 102 | 106 | 103 | 125 | 114 | 106
COc1ccc(-c2cc(-c3cc(-c4ccc(OC)cc4)on3)no2)cc1 | 107 | 104 | 107 | 97 | 105 | 103 | 107 | 95 | 99
COc1cc(Br)c(C(=O)O)cc1OC | 108 | 100 | 127 | 110 | . | 96 | 106 | 111 | 100
Clc1ccc(Nc2nnc(-c3c[nH]c4ccccc34)o2)cc1 | 51 | 101 | 102 | 24 | 79 | 86 | 47 | 72 | 78
NS(=O)(=O)c1ccc(N=Nc2c(O)n(CC(=O)Nc3ccccc3Cl)c3ccccc23)cc1 | 30 | 56 | 21 | 52 | 53 | 1.2* | 18 | 37 | 30
COc1cc(/C=C/c2cc(/C=C/c3ccc(O)c(OC)c3)n(-c3ccc(Cl)cc3)c(=O)n2)ccc1O | 97 | 103 | 84 | 91 | 78 | 107 | 8.6* | 90 | 94
Cn1ncc2cncnc21 | 105 | 100 | 162 | 105 | 104 | 91 | 110 | 121 | 109
(cont.)
SMILES | NCI/ADR-RES | OVCAR-5 | OVCAR-3 | NCI-H522 | OVCAR-4 | OVCAR-8 | IGROV1 | SK-OV-3 | NCI-H23
OC1(c2ccccc2)CN(Cc2ccccc2)CCO1 (centres undefined) | 108 | 101 | 114 | 100 | 107 | 125 | 116 | 103 | 110
NCCCCC1(CCCCN)OCCO1 | . | 114 | 115 | 92 | 106 | 107 | 100 | 107 | 105
O=C(/C=C/c1ccc(F)cc1)c1ccc(O)cc1 | 106 | 103 | 84 | 90 | 106 | 98 | 114 | 110 | 96
COc1cc(/C=C2\C(=O)N(CC(O)COc3cc(O)c4c(=O)cc(-c5ccccc5)oc4c3)c3ccccc32)cc(OC)c1O (centres undefined) | 88 | 113 | 70 | 64 | 79 | 77 | 51 | 111 | 89
COc1ccc(/C=N/NC(=O)C2CCCCC2)c(OC)c1OC | 106 | 100 | 106 | 98 | . | 102 | 105 | 101 | 97
COc1ccc(C(=O)NCCOc2ccc3c(c2)CCCC(=O)N3)cc1 | 107 | 111 | 100 | 89 | 96 | 104 | 116 | 108 | 101
O=C(O)CC(Sc1ccc(Cl)cc1)C(=O)Nc1ccccc1 (centres undefined) | . | 120 | 117 | 106 | 116 | 128 | 125 | 114 | .
O=S(=O)(NCCCNc1cc(-c2cn(-c3ccccc3)nc2-c2ccccc2)ccn1)c1ccc(Cl)cc1 | 67 | 91 | 83 | 72 | 67 | 68 | 81 | 88 | 71
COc1ccc(OC)c(/C=C2\Oc3cc(OCCN4CCCC4)ccc3C2=O)c1 | 86 | 94 | 101 | 103 | 98 | 92 | 96 | . | 88
CSc1ccc(SC2c3ccc(C)cc3Oc3nc(N)c(C#N)c(N)c32)cc1 (centres undefined) | -19* | -81* | -95* | -91* | -95* | -92* | -86* | 15 | -74*
O=CNc1ccc(Cl)cc1 | 106 | 98 | 106 | 85 | 102 | 102 | 103 | 95 | 95
CC1(CCO)Oc2ccccc2O1 | 103 | 88 | 106 | 100 | 120 | 112 | . | 94 | 92
COc1ccc(NC(=O)COc2ccc(/C=C3/Oc4cc(OC)ccc4C3=O)cc2)cc1 | 98 | 113 | 104 | 78 | 112 | 101 | 115 | 98 | 92
O=C(Cn1cc(CN2C(=O)c3ccccc3S2(=O)=O)nn1)Nc1cc(Cl)c(Cl)cc1Cl | 96 | 112 | 103 | 93 | 99 | 99 | 101 | 74 | 93
N#Cc1c(-c2ccc(Cl)cc2)csc1NC(=O)Nc1cccc(C(F)(F)F)c1 | 12 | 43 | -3.6* | -9.4* | 10 | 11 | 34 | 9.5* | -8.9*
CCOc1nc(OCC)c2[nH]c(C(=O)O)c(Br)c2n1 | 111 | 101 | 113 | 130 | 121 | 109 | 123 | 109 | 105
Nc1ncnc2c1c(-c1ccc(Oc3ccccc3)cc1)nn2C[C@H]1SSC[C@@H]1O | 77 | 82 | -62* | -3.6* | 47 | 79 | 22 | 1.9* | 53
CCNC(=O)C1COc2ccccc2O1 (centres undefined) | 100 | 102 | 111 | 89 | 110 | 105 | 109 | 94 | 99
